Assay outcomes deposited in PubChem by MTDP.
RNase H inhibition = RNase H inhibition, HIV 1 Gag Pol polyprotein, FRET biochemical assay, screening (AID 372) | one-dose inhibition, % at 10 µM; IC50 in µM for titrated hits | 0.77% of 100,000 active | HIV-1 RT RNase H, FRET RNA/DNA substrate fluorescence; higher % means a stronger effect; in the data active = inhibition above about 50%
* = called active by the depositor. The list is partial; the hit share may differ from the screen's.

| mol | RNase H inhibition |
| --- | --- |
| C=CCc1ccc(OCCOc2ccc(C=C3C(=O)N(C)C(=O)N(C)C3=O)cc2)c(OC)c1 | 22.0% |
| COc1ccc(C(=O)Nc2ccc(OC)c(OC)c2)c(OC)c1 | 8.0% |
| O=C(O)CCCCCN1C(=O)C(=O)/C(=C(/O)c2ccc(Cl)cc2)C1c1ccccc1[N+](=O)[O-] (centres undefined) | 6.0% |
| COc1cc(NC(=O)COc2ccc3ccccc3c2)ccc1NC(=O)c1ccco1 | 10.0% |
| Cc1ccccc1NC(=O)c1c(NC(=O)c2ccc([N+](=O)[O-])cc2)sc2c1CCC2 | 13.0% |
| Cc1cc(Nc2cc(Cl)cc(Cl)c2)n2ncnc2n1 | 19.0% |
| CNC(=O)c1ccc(CN2CCc3ccccc3C2)cc1 | 0.0% |
| CCOC(=O)c1cnn(-c2ccccc2)c1NC(=O)c1cccc(F)c1 | 3.0% |
| CCOc1ccc(N/C=C2\CCCCC2=O)c([N+](=O)[O-])c1 | 3.0% |
| O=C1OC(c2ccc(Cl)cc2)=C/C1=C\c1ccc(F)cc1 | 6.0% |
| CC(=O)Nc1ccc(S(=O)(=O)NCc2ccncc2)cc1 | 16.0% |
| N#Cc1ccccc1N=Cc1ccc(OCc2ccccc2)cc1 | 9.0% |
| COc1ccc(/C=C2\SC(=S)N(CCCC(=O)Nc3cccc(C(=O)O)c3)C2=O)cc1 | 7.0% |
| CCOC(=O)N1CCN(C(=O)Nc2cccc(C(F)(F)F)c2)CC1 | 7.0% |
| O=C(O)c1c[nH]c2cc3c(cc2c1=O)OCCO3 | 10.0% |
| COc1ccccc1CNC(=O)CN(c1cccc(Cl)c1)S(=O)(=O)c1ccc(C)cc1 | 5.0% |
| COC(=O)C(=Cc1cc(Br)c(OCc2ccc([N+](=O)[O-])cc2)c(OC)c1)C(=O)OC | 12.0% |
| COc1ccccc1C(=O)N/N=C(\C)c1ccc([N+](=O)[O-])cc1 | 3.0% |
| O=C(/C=C/c1cn(-c2ccccc2)nc1-c1cccnc1)c1ccc(Br)cc1 | 12.0% |
| O=C(CN1C(=O)c2ccccc2C1=O)Nc1ccccc1Br | 0.0% |
| Cc1ccc(C(=O)Nc2cccc3c2CCCC3)c(Cl)c1 | 1.0% |
| O=C(/C=C/c1cc([N+](=O)[O-])ccc1Cl)c1ccccc1 | 27.0% |
| O=C(CCC(NC(=O)OCc1ccccc1)C(=O)OCc1ccccc1)NCC(=O)OCc1ccccc1 (centres undefined) | 16.0% |
| COc1ccc(N2C(=O)/C(=C\c3ccc([N+](=O)[O-])s3)SC2=S)cc1 | 6.0% |
| O=C1c2ccccc2-c2onc3c(N4CCN(c5ccccc5)CC4)ccc1c23 | 11.0% |
| O=C(CCN1C(=O)/C(=C/c2ccc(F)cc2)SC1=S)Nc1ccc(F)c(Cl)c1 | 12.0% |
| CC(=O)NCCc1c(C)n(Cc2ccccc2)c2ccccc12 | 2.0% |
| COc1ccccc1N1CCN(/N=C\c2ccncc2)CC1 | 0.0% |
| O=C(Cn1cc(/C=C2/C(=O)NC(=S)N(c3ccccc3)C2=O)c2ccccc21)Nc1ccccc1 | 53.0%* |
| Cc1cc(I)cc2c1NC(c1cccc([N+](=O)[O-])c1)C1CC=CC21 (centres undefined) | 38.0% |
| CCOC(=O)C(=O)Nc1ccc(NC(C)=O)cc1 | 0.0% |
| COc1ccc(Cl)cc1C(=O)Nc1ccc(O)c(-c2nc3ccccc3o2)c1 | 29.0% |
| O=c1c2c(nc3cc(-c4ccc(I)cc4)[nH]n13)CCC2 | 4.0% |
| COc1cc(C2/C(=C(\O)c3ccc(F)cc3)C(=O)C(=O)N2CCCCCC(=O)O)ccc1O (centres undefined) | 18.0% |
| CN(C)c1ccc(C2CC(c3ccc(Br)cc3)=NN2c2ccccc2)cc1 (centres undefined) | 27.0% |
| COC(=O)C1=C(C)NC2=C(C(=O)c3ccccc32)C1c1ccc(OCc2ccc(Br)cc2)c(Cl)c1 (centres undefined) | 21.0% |
| Cc1ccc(S(=O)(=O)Nc2ccc3c(c2)ncn3-c2ccccc2)cc1 | 11.0% |
| CCCCOC(=O)c1ccc(NC(=S)NC(=O)c2ccco2)cc1 | 11.0% |
| COc1cccc(OC)c1C(=O)Nc1sc2c(c1C(N)=O)CCCC2 | 9.0% |
| N#C/C(=C\c1ccc(-c2cc(Cl)ccc2Cl)o1)C(=O)Nc1ccccc1O | 20.0% |
| C/C(=N\Nc1nc(-c2ccccc2)cs1)c1ccccc1 | 5.0% |
| COc1cc([N+](=O)[O-])ccc1-c1ccc(/C=C2\C(=O)NC(=O)N(c3ccc(Cl)cc3)C2=O)o1 | 14.0% |
| CC(C)c1ccccc1NC(=O)/C=C/C(=O)O | 6.0% |
| CCOC(=O)C1=C(C)N=c2s/c(=C\c3ccc(OC)c(O)c3)c(=O)n2C1c1ccc(OC)c(OC)c1 (centres undefined) | 20.0% |
| COc1ccc(CCN2C(=O)CC(Cc3cccc(C)c3)C2=O)cc1OC (centres undefined) | 10.0% |
| Cc1ccc(C)c(NC(=O)c2ccc(-c3ccc(Cl)c(Cl)c3)o2)c1 | 9.0% |
| CCN(CC)c1ccc(C=Nc2cc(C(C)(C)C)cc(C(C)(C)C)c2O)cc1 | 8.0% |
| COc1ccccc1C1C(C(C)=O)=C(O)C(=O)N1c1nc2ccccc2s1 (centres undefined) | 13.0% |
| O=C(Nc1nnc(-c2ccccc2I)s1)Nc1ccccc1F | 22.0% |
| Cc1ccc(N2C(=O)/C(=C/c3cccn3-c3ccc(Cl)cc3)C(=O)NC2=S)cc1 | 20.0% |
| O=C(O)/C=C/C(=O)Nc1ccc(S(=O)(=O)N2CCCCCC2)cc1 | 0.0% |
| CCNC(=O)c1c(O)c2ccccc2n(C)c1=O | 1.0% |
| CC(C)(C)c1cc(NC(=O)c2cc(F)c(F)c(F)c2F)no1 | 0.0% |
| C=CCn1c(=O)c(C(=O)NCCCO)c(O)c2ccccc21 | 11.0% |
| CCn1c2ccccc2c2cc(/C=N/NC(=O)c3cccc(Cl)c3)ccc21 | 0.0% |
| CCc1nn(-c2ccccc2)c2nc(-c3ccc(OC)cc3)c3cc(OC)c(OC)cc3c12 | 25.0% |
| COc1cc(C(NC(C)=O)NC(C)=O)ccc1OCc1ccccc1 | 9.0% |
| O=C(CSc1ncc(-c2ccccc2)[nH]1)Nc1ccc(F)cc1 | 11.0% |
| Cc1ccc(OCCOc2ccc(Br)cc2/C=N/n2cnnc2)cc1C | 6.0% |
| C(=NN1CCN(Cc2ccccc2)CC1)c1cccc(Oc2ccccc2)c1 | 8.0% |

Gathered by group: the entries above with a cyano group.
| mol | RNase H inhibition |
| --- | --- |
| N#Cc1ccccc1N=Cc1ccc(OCc2ccccc2)cc1 | 9.0% |
| N#C/C(=C\c1ccc(-c2cc(Cl)ccc2Cl)o1)C(=O)Nc1ccccc1O | 20.0% |

(continued)
| mol | RNase H inhibition |
| --- | --- |
| O=C(CSc1cccc2cccnc12)Nc1ccc(/C=C/c2ccccc2)cc1 | 11.0% |
| COc1ccc(Cl)cc1C(=O)Nc1ccc(Cl)c(C(F)(F)F)c1 | 10.0% |
| CCCCN1C(=O)c2cccc3c(Cl)ccc1c23 | 44.0% |
| CCOC(=O)c1c(NC(=O)CN2C(=O)c3ccccc3C2=O)sc2c1CC(C)(C)OC2 | 6.0% |
| O=C(CSCc1ccccc1)Nc1ccccc1Br | 0.0% |
| CC1=C(C(=O)OC(C)C)C(c2cccc(I)c2)C2=C(CCCC2=O)N1 (centres undefined) | 4.0% |
| N=c1cc2c(Cl)cc(=O)c3c(Cl)cc4cc(Cl)c(O)c1c4c3-2 | 10.0% |
| Cc1ccc2oc(-c3ccc(NC(=O)COc4ccccc4)cc3O)nc2c1 | 35.0% |
| S=c1[nH]nc(Cc2ccccc2)n1-c1ccccc1 | 5.0% |
| COc1ccc(N(CC(=O)N/N=C/c2cccs2)S(=O)(=O)c2ccc(OC)c(OC)c2)cc1 | 17.0% |
| CC(=O)c1cccc(Nc2nc3ccccc3nc2NS(=O)(=O)c2ccc(Cl)cc2)c1 | 11.0% |
| C/C(=N/NC(=O)CCC(=O)Nc1ccc(C)cc1)c1ccc(Br)cc1 | 12.0% |
| O=C(Nc1ccccc1-c1ccccc1)c1ccc(N2C(=O)c3ccc([N+](=O)[O-])cc3C2=O)cc1 | 8.0% |
| O=C1c2cccc3ccc(O)c(c23)C(=O)N1Oc1ccc([N+](=O)[O-])cc1[N+](=O)[O-] | 3.0% |
| CCOC(=O)C1=C(c2ccccc2)N=C2SCC(=O)N2C1c1cccc(OC)c1 (centres undefined) | 8.0% |
| O=[N+]([O-])c1cccc(S(=O)(=O)Nc2ccc(Nc3ccccc3)cc2)c1 | 8.0% |
| COc1ccc(CCN=Cc2cccn2-c2sc3c(c2C#N)CCCC3)cc1OC | 46.0% |
| CCCNC(=O)/C=C/c1ccc(OC)cc1 | 0.0% |
| Cc1ccc(/C=N/Nc2cccc3cccnc23)c(O)c1 | 23.0% |
| Cc1cccc(C(=O)Nc2ccc(Cl)cc2C)c1 | 3.0% |
| COc1ccc(C(=O)Nc2cc(C(=O)Nc3cc(Cl)ccc3Cl)ccc2OC)cc1 | 6.0% |
| O=C1NC(=S)N/C1=C/c1ccc(Sc2ccccc2)o1 | 1.0% |
| Cc1ccc(-c2noc(-c3ccc(Cl)cc3Cl)n2)cc1 | 19.0% |
| CCOc1ccccc1C1NC(=O)c2c(sc3c2CCN(C)C3)N1 (centres undefined) | 3.0% |
| CCOc1ccc(C(NC(C)=O)c2ccc(OC)c(OC)c2)cc1 (centres undefined) | 0.0% |
| COc1ccc(CN=CC2=C(O)CNC2=O)cc1 | 0.0% |
| Cc1csc(-c2coc3cc(OCC(=O)O)cc(C)c3c2=O)n1 | 0.0% |
| CC(C)CC(=O)Nc1ncc2c(n1)CC(C)(C)CC2=O | 0.0% |
| Cc1c(Cl)cccc1NCCC(=O)c1ccc(Br)cc1 | 4.0% |
| Cc1ccc(OCCN2CCOCC2)c(Cl)c1 | 1.0% |
| CCN(CC)c1cc(C)c(C#N)c2nc3ccccc3n12 | 7.0% |
| O=C(c1cccs1)N1CCN(Cc2ccc(Cl)cc2)CC1 | 6.0% |
| Cc1ccc([N+](=O)[O-])cc1N=Cc1cccc([N+](=O)[O-])c1 | 10.0% |
| CCNC(=O)c1ccc(CN2CCN(c3ccccc3)CC2)cc1 | 16.0% |
| CCOC(=O)c1c(N)sc2c1CC(C)CC2 (centres undefined) | 19.0% |
| COc1ccc(/C=C2/C(C)=C(C#N)c3nc(N)c(C#N)c(C)c32)cc1Br | 21.0% |
| COc1ccc(-c2n[nH]c(=S)n2N=C/C(Cl)=C/c2ccccc2)cc1 | 31.0% |
| O=C(N/N=C/C(=O)c1ccccc1)/C(=C/c1ccc([N+](=O)[O-])cc1)NC(=O)c1ccccc1 | 12.0% |
| CCOc1cc(C=C2C(=O)NC(=S)NC2=O)ccc1OCCOc1cc(C)cc(C)c1 | 15.0% |
| O=C(Cc1ccc(Cl)cc1)NCc1ccncc1 | 12.0% |
| Cc1ccc(C2N(c3ccccc3)CCN2c2ccccc2)o1 | 7.0% |
| O=C(Nc1ccc(C(=O)O)cc1)/C(=C\c1ccccc1)NC(=O)c1ccc(Br)o1 | 26.0% |
| CCC(=O)NC(=S)Nc1ccc([N+](=O)[O-])cc1Cl | 34.0% |
| Cc1ccc(-c2ccc(/C=C3/C(=O)NC(=O)N(C)C3=O)o2)c(Br)c1 | 33.0% |
| COCC(COCCCN=C1NS(=O)(=O)c2ccccc21)OC (centres undefined) | 7.0% |
| O=C(O)c1ccc2c(c1)C(=O)N(c1ccc(S(=O)(=O)c3ccc(N4C(=O)c5ccc(C(=O)O)cc5C4=O)c(O)c3)cc1O)C2=O | 2.0% |
| O=c1c2c3c(sc2[nH]c(=S)n1-c1ccccc1)CCCC3 | 4.0% |
| Cc1ccccc1NC(=O)Nc1ccc(Cl)cc1 | 9.0% |
| Cc1cc([N+](=O)[O-])ccc1N/C=C/C(=O)c1ccc(Cl)c(Cl)c1 | 8.0% |
| CCOC(=O)C1=C(C)N=c2s/c(=C/c3cccc(OC)c3OC)c(=O)n2C1c1ccc(Cl)cc1 (centres undefined) | 14.0% |
| O=C(Cc1ccc(-c2ccccc2)cc1)NNC(=O)c1ccccc1Cl | 9.0% |
| COc1ccc(/C=C2\C(=O)NC(=O)N(c3ccc(C)c(C)c3)C2=O)cc1I | 17.0% |
| O=C(c1cn(-c2ccccc2)nc1-c1ccccc1)N1CCCCC1 | 7.0% |
| Cn1nccc1C(=O)N/N=C/c1cccc([N+](=O)[O-])c1 | 0.0% |
| COc1ccc(C(=O)Nc2ccc(S(N)(=O)=O)cc2)cc1I | 7.0% |
| CCOc1cc(OCC)cc(C(=O)Nc2c(C)cccc2C)c1 | 6.0% |
| O=C(c1cccs1)N1CCN(Cc2ccccc2F)CC1 | 6.0% |
| CCOC(=O)c1c(NC(=O)c2cc3cc(Br)ccc3oc2=O)sc(C(C)=O)c1C | 5.0% |
| COc1ccc(-c2cc(-c3ccccc3)nc(N/N=C/c3ccc(F)cc3)n2)cc1 | 8.0% |
| O=C(NCCNc1ccc(Cl)cc1[N+](=O)[O-])c1ccc2c(c1)OCCO2 | 3.0% |
| O=C(Nc1sc2c(c1C(=O)Nc1ccccc1)CCC2)c1ccc([N+](=O)[O-])cc1 | 18.0% |
| COc1cccc(-c2nc3cc(Cc4ccc5nc(-c6cccc(OC)c6)oc5c4)ccc3o2)c1 | 2.0% |
| Cc1cc(C)c(/C=N/NC(=O)COc2ccccc2)c(C)c1 | 20.0% |

Part of the list above, reformatted.
> O=C(c1cccs1)N1CCN(Cc2ccccc2F)CC1
  RNase H inhibition: 6.0%
> COc1ccc(-c2n[nH]c(=S)n2N=C/C(Cl)=C/c2ccccc2)cc1
  RNase H inhibition: 31.0%
> Cc1ccc([N+](=O)[O-])cc1N=Cc1cccc([N+](=O)[O-])c1
  RNase H inhibition: 10.0%
> O=c1c2c3c(sc2[nH]c(=S)n1-c1ccccc1)CCCC3
  RNase H inhibition: 4.0%
